MC4R ag barr – agonists of human melanocortin 4 receptor (MC4R) beta-arrestin. activation, % at 8.9 µM. U2OS MC4R beta-arrestin complementation, luminescence; percent of melanotan II response, DMSO zero. P32245. 0.98% of 360,000 active;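 active means activation above a per-plate cutoff, the mean activation of sample wells on that plate plus 3 SD, cut at about 8% in these data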
ABHD5 PLIN5 PPI – inhibitors of human ABHD5-perilipin-5 interaction; Q00G26+Q8WTS1; Split G. princeps luciferase complementation, luminescence, 4 h; inhibition, % at 4 µM; 0.78% of 360,000 active;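 active means inhibition above the mean inhibition across every tested compound plus 3 SD, cut at about 22% in these data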;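 further: 0% = DMSO only wells and the 100% control is not disclosed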
Target sequence (Q00G26 whole entry, looked up): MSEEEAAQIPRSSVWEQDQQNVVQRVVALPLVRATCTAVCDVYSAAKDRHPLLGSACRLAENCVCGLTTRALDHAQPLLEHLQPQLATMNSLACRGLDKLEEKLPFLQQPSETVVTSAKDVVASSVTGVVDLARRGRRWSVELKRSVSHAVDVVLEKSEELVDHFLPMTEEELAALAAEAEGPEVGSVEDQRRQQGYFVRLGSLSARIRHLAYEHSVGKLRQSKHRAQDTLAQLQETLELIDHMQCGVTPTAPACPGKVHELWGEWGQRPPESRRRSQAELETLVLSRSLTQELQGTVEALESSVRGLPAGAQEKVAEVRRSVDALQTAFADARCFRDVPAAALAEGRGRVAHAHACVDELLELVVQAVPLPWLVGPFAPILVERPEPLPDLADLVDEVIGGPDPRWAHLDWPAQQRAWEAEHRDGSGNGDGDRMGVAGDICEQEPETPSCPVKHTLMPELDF
Target sequence (Q8WTS1 whole entry, looked up): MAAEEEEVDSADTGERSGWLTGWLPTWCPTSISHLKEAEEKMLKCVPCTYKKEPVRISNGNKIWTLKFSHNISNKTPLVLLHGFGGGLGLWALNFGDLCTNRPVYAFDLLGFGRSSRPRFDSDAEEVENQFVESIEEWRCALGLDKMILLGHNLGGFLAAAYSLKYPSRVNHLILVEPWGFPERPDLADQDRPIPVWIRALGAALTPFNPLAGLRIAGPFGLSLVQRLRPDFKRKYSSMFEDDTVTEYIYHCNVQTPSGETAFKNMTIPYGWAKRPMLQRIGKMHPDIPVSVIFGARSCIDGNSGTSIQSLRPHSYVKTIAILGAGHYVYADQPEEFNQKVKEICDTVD
ABCB6 inh 2 – human ABCB6 transporter inhibition | Q9NP58 | K562-ABCB6 porphyrin accumulation, flow cytometry, 1 h; active compounds read low | fluorescence ratio to DMSO, % at 10 µM | 0.19% of 360,000 active;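 active means fluorescence ratio to DMSO below 75%, the collection mean minus 3 SD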;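 further: signal is porphyrin accumulated inside mitochondria; 100% equals median channel fluorescence of DMSO control wells; lower ratio means ABCB6 inhibition with less porphyrin fluorescence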
MC4R antagonist – human MC4R antagonism in cAMP assay; P32245; MC4R-expressing cells, MTII-stimulated cAMP, LANCE TR-FRET; inhibition, % at 6.5 µM; 0.48% of 360,000 active; AID 540295;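 active means inhibition above its plate's cutoff, the mean of tested wells on that plate plus 3 SD, cut at about 29% in these data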;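 further: 0% = Melanotan II alone and 100% = Melanotan II plus saturating MCL0020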
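Assay system: U2OS-MC4R stable cell line; Also added: Melanotan II; Technique: Eu-cAMP/anti-cAMP TR-FRET, emission 671 nm; Times: 30-min compound, 1-h challenge, 1-h detection, room temperature.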
NOD2 RIPK2 PPI – blocks binding of human NOD2 to RIPK2; O43353; inhibition, % at 4.98 µM; 0.38% of 360,000 active; CHO BLA complementation NOD2-RIPK2, CCF4 ratio; in the data active means inhibition above about 21%;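 further: 0% = vehicle only and 100% = reference blocker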
TLR9-MyD88 inh – inhibitors of human TLR9-MyD88 binding. Q9NR96+Q99836. CHO BLA complementation TLR9-MyD88, CCF4 FRET ratio. 0.21% of 340,000 active. AID 504734. inhibition, % at 4.98 µM;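 active means inhibition above the mean over all tested compounds plus 3 SD, cut at about 21% in these data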;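 further: 0% = DMSO only wells and 100% = clavulanate BLA inhibitor control wells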
NCOA2 inhibitor – inhibits human steroid receptor coactivator 2. Q15596. HEK293 GAL4-SRC2 luciferase reporter, luminescence. inhibition, % at 9 µM. 0.17% of 370,000 active. AID 651957;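 active means inhibition above the mean inhibition of all tested compounds plus 3 SD, set per campaign, cut at about 52% in these data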;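 further: 0% = DMSO treated cells and 100% = cells given Gossypol at 36 µM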
m5-HT2A agonist – mouse HTR2A agonism via beta-arrestin recruitment | P35363 | CHO-K1 mHTR2A beta-arrestin complementation, luminescence; percent of 30 µM serotonin response | activation, % at 7.6 µM | 0.66% of 360,000 active | AID 624169;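 active means activation above a run cutoff, the mean activation of all tested compounds plus 3 SD, cut at about 14% in these data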;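 further: 0% = plate median of compound wells and 100% = 30 µM serotonin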
Cardio protect – protects H9c2 cardiomyocytes from peroxide injury | AID 588492 | protection from H2O2 cell death, % at 20 µM | H2O2 injury protection, ATPLite, 2 h | 0.63% of 360,000 active;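 active means compounds giving at least 50% protection of heart cells from peroxide-induced death in the single-dose screen, raw or plate-pattern-corrected value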;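 further: 0% = DMSO wells with peroxide and 100% = DMSO wells without peroxide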
Glyco luc inh – N-linked glycosylation inhibition. D54 ERlucT glycosylation luciferase reporter, 24 h; percent of 100 nM tunicamycin response. reporter increase, % at 12.5 µM. 0.23% of 360,000 active. AID 588692;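 active means mean luciferase reporter signal, scaled so untreated is 0 and the glycosylation-blocking control 100, at or above a set limit in every replicate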;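 further: luciferase carries N-glycosylation sites so blocking glycosylation raises the light; 0% = median of neutral control wells and 100% = median of 100 nM tunicamycin wells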
* hit, by the source's call; · = no result given.

SMILES	MC4R ag barr	ABHD5 PLIN5 PPI	ABCB6 inh 2	MC4R antagonist	NOD2 RIPK2 PPI	TLR9-MyD88 inh	NCOA2 inhibitor	m5-HT2A agonist	Cardio protect	Glyco luc inh
CC1CCC(NC(=O)c2cc(S(=O)(=O)N(C)C)ccc2N2CCCC2)CC1 (stereo not given)	-1.7	0.3	96.0	-0.6	-7.8	5.4	-15.8	0.2	-1.6	-4.4
C=CCOC(=O)C1=C(C)NC(=O)NC1c1ccc(OC(=O)c2ccco2)c(OC)c1 (stereo not given)	-0.7	-1.2	101.0	12.7	0.7	-6.5	10.2	3.8	6.1	0.3
COc1cccc(-n2c(C)nc3cc(C(=O)O)ccc32)c1	-0.7	2.1	100.0	-3.8	-0.7	3.5	-4.0	0.0	6.6	4.7
COc1ccccc1C1C(C(=O)NCc2ccccc2)=C(C)Nc2ncnn21 (stereo not given)	-0.5	-3.7	102.0	-1.8	9.2	-3.8	-2.2	0.1	4.3	-0.8
COc1ccccc1NC1=NCC(=O)N1Cc1ccccc1	1.9	-3.8	101.0	-3.9	-0.7	6.0	-32.3	-1.1	-0.1	1.8
COc1ccc(CNCCC(c2ccc(OC(C)C)cc2)c2ccccc2OC)cc1 (stereo not given)	12.1*	-8.2	100.0	9.6	19.2	-1.3	13.9	-3.2	-22.8	-15.1
COc1ccccc1NC(=O)CSc1nnnn1-c1ccccc1OC	-0.9	5.7	95.0	15.9	-0.5	4.3	-33.0	-2.7	4.9	-2.4
Cc1ccnc(NC(=O)Cn2c(=O)oc3ccccc32)c1	-2.8	-3.3	100.0	-2.7	-4.8	-2.4	-8.3	7.6	2.6	1.1
C/C(=N\NC(=O)COc1ccc(C(C)(C)C)cc1)c1ccc(-n2ccnc2)cc1	4.3	-6.2	90.0	1.9	-11.6	-0.9	-36.6	-3.2	-15.0	-9.6
Cc1cccc(NS(=O)(=O)c2cc3c4c(c2)CCC(=O)N4CCC3)c1	-1.5	2.7	98.0	2.9	-3.7	13.2	-18.7	0.9	-5.5	-1.4
O=C(NCC(c1cccs1)N1CCOCC1)c1cc(S(=O)(=O)N2CCOCC2)c(Cl)cc1Cl (stereo not given)	-0.8	-0.9	100.0	15.0	-2.2	10.4	-17.9	4.3	-1.7	1.5
COc1ccccc1CNC(=O)C1CCN(S(=O)(=O)c2ccc3c(c2)OCCCO3)CC1	1.7	0.9	101.0	13.1	-9.3	-4.4	8.4	-1.6	-1.0	-0.7
O=C(Cn1cc(COc2ccccc2C(F)(F)F)nn1)c1ccc(O)cc1	-1.1	-0.2	99.0	2.3	1.4	-2.9	-22.8	-1.5	-4.7	5.0
CCC(=O)n1nc(-c2cccnc2)nc1NCc1ccccc1	-2.3	-1.6	94.0	15.6	-3.0	11.2	2.6	2.8	-0.2	-1.1
CCCn1nc(NC(=O)c2ccccn2)c2cc3cc(C)ccc3nc21	3.3	-1.0	95.0	2.5	-7.6	-0.4	-60.0	0.3	8.2	4.8
CC1CN(S(=O)(=O)c2cccc(C(F)(F)F)c2)CC(C)O1 (stereo not given)	-0.9	2.6	99.0	0.8	-0.3	·	-11.4	1.7	6.9	1.0
CCN1CCCC1CNC(=O)C1c2cc(OC)c(OC)cc2C(=O)N(C)C1c1cccnc1 (stereo not given)	1.1	-4.5	101.0	2.8	-3.0	1.2	-2.2	0.1	5.8	-0.4
COc1ccc(-n2c(/C=C(\C)O)nc(=O)c3c(C)cc(C)nc32)cc1	3.0	-0.3	89.0	2.5	-8.0	-5.3	-20.3	6.2	5.9	1.4
CCN(CC)CCNC(C(=O)Nc1cc(C(F)(F)F)ccc1Cl)c1ccccc1 (stereo not given)	-1.1	4.3	90.0	4.5	-1.5	-9.0	-30.1	-6.5	3.4	-2.8
C/C(N)=C(/C#N)C(=O)COC(=O)c1ccccc1Oc1ccccc1	-1.1	-1.7	93.0	2.1	-4.5	-3.4	0.8	1.5	-9.8	-2.0
CC(C)N1C(=O)C2ON(c3ccccc3)C(c3cccs3)C2C1=O (stereo not given)	-1.2	3.7	101.0	6.5	-1.4	-11.1	15.9	-2.4	2.6	0.6
CC(C)c1ccc(NC(=O)C(c2ccccc2)N2CCN(C(=O)c3ccco3)CC2)cc1 (stereo not given)	-0.1	-6.7	90.0	5.9	5.4	-6.7	16.3	-4.6	-12.3	-5.0
CC(=O)Cc1nsc(NC(=O)c2ccc(-c3ccc(F)cc3)o2)n1	-2.3	-1.1	106.0	-5.9	-6.3	-6.0	-4.4	-3.9	-7.0	1.7
COc1ccc(C(=O)Oc2ccc(C)cc2)cc1S(=O)(=O)N1CCOCC1	-0.3	-4.0	99.0	7.2	-2.9	-8.8	-13.1	-7.5	3.4	0.3
O=C(NCC(c1ccc(F)cc1)N1CCOCC1)c1cc(F)c(F)c(F)c1F (stereo not given)	-3.7	3.4	104.0	25.1	-14.2	-11.6	3.2	5.5	-5.6	1.9
CCCC(CCC)C(=O)NC1CCN(Cc2ccccc2)CC1	0.5	6.1	99.0	11.4	-10.6	2.5	-16.4	-5.6	0.5	2.5
CC(C)C[C@H](NC(=O)OC(C)(C)C)C(=O)N[C@@H](CO)[C@H](O)[C@@H]1C[C@@H]1C(=O)N(C)C	-1.9	2.2	98.0	9.5	4.0	-7.9	·	0.8	2.4	2.4
CN1CCN(NC(=O)c2c(-c3ccccc3)sc3ccccc23)CC1	0.3	14.9	102.0	5.5	1.8	-3.4	-12.7	-1.4	-2.9	5.4
COc1ccc(-c2coc3cc4oc(=O)cc(-c5ccccc5)c4cc23)cc1F	-1.1	-0.1	92.0	-14.3	2.3	-3.7	3.4	6.3	32.8	7.7
CC1=C(C(=O)OCC2CCCO2)C(c2ccccc2)NC(=O)N1 (stereo not given)	0.2	2.3	86.0	-5.1	2.4	-9.2	-21.4	3.2	-0.7	1.1
O=C(NCc1ccc(Cl)cc1)C1CCN(c2nnc(N3CCCC3=O)s2)CC1	0.0	1.7	96.0	9.8	-10.1	4.3	4.9	2.5	8.8	3.0
NNC(=O)c1ccc(Oc2cc(Cl)cc(Cl)c2)o1	2.0	1.3	93.0	-2.8	1.2	-4.9	7.2	-3.6	14.7	1.6
CCOc1ccc2nc(N3CCC(C(=O)N4CCN(C5CCCCC5)CC4)CC3)sc2c1	-1.9	-3.0	94.0	4.7	-1.8	-0.7	-25.4	-1.8	-8.4	-9.8
O=C(CN1CCN(CC(=O)Nc2ccccc2Cl)CC1)NCC1(N2CCOCC2)CCCCC1	-1.3	-4.2	100.0	19.6	7.5	-6.3	-3.0	3.7	1.3	-8.3
Cc1ccc(CCN2CC(C(=O)NCCCN(C)Cc3ccccc3)CC2=O)cc1 (stereo not given)	-2.7	-0.2	98.0	10.8	1.7	-9.6	17.8	0.6	2.5	0.2
CNC(=O)CS(=O)(=O)CC(=O)Nc1cc(OCCOC)c(Cl)cc1Cl	1.0	2.5	99.0	6.9	-8.7	·	4.0	2.5	1.6	0.6
Cc1c(C(=O)N2CCCCC2)c(S(=O)(=O)N2CCc3ccccc32)c(C)n1C	-0.1	2.4	105.0	-3.9	3.6	-2.5	-3.1	-1.7	-2.5	1.9
COc1cccc2c3c(c(C)nc12)CCN3c1ccccc1	-0.3	4.9	97.0	-3.9	-5.8	-5.8	-34.0	0.3	-18.7	17.2
COc1cccc(/C=N\NC(=O)C2=NNC(=O)C2C)c1O (stereo not given)	0.5	-2.0	107.0	-10.8	5.1	0.1	-37.2	-3.4	-10.9	-0.9
O=C1CN(C(=O)COC(=O)CCS(=O)(=O)c2ccccc2)c2ccccc2N1	-1.1	-11.9	98.0	7.8	-13.6	-12.1	0.1	-9.8	17.1	1.6
COC(=O)c1sccc1OC(C)C(C)=O (stereo not given)	0.0	3.5	97.0	0.1	-12.2	-2.9	-14.6	3.7	3.3	2.5
COc1ccc(OC(C)C(=O)NC(C)c2ccccc2)cc1 (stereo not given)	-0.7	-16.4	97.0	20.9	1.0	-2.5	28.8	-5.4	-0.5	1.4
CN(C)S(=O)(=O)c1cccc(NC(=O)COC(=O)/C=C/c2cccs2)c1	-2.5	2.0	100.0	6.7	-5.3	-1.8	-20.3	-2.6	1.4	1.4
O=C(NNc1nc(-c2ccccc2)cs1)c1ccccc1	-0.3	-31.0	100.0	6.7	-2.4	-9.4	-14.9	1.5	27.1	-2.9
CC(C)c1ccc(NC(=O)C2CCCN(S(=O)(=O)c3cnc[nH]3)C2)cc1 (stereo not given)	-0.4	6.8	97.0	6.9	4.0	2.9	-35.2	6.7	-1.2	-0.2
OC[C@@H]1CN(Cc2cccc(C(F)(F)F)c2)C[C@H](n2cnc3c(NCc4ccco4)ncnc32)O1	-0.8	0.7	99.0	-2.0	-8.4	·	12.4	3.0	-2.2	1.4
Cc1ccc(N2CCN(C(CCc3ccccc3)C(=O)Nc3c(C)cccc3C)CC2)cc1 (stereo not given)	·	-6.8	·	·	3.8	·	-3.4	-3.9	·	·
COc1ccc2c(c1)N(C)C(=O)CC(c1ccccc1)=N2	-0.9	-1.8	95.0	6.7	-6.1	-7.3	1.0	-4.3	5.2	0.5
O=C(NCc1ccccc1)C1CCCN(C(=O)Nc2ccccc2)C1 (stereo not given)	0.3	2.3	95.0	0.8	0.2	-0.2	-36.9	-0.7	-1.9	1.8
CCCCC(=O)N(C)c1c(C)nc2ccc(C(=O)Nc3cccc(NS(C)(=O)=O)c3)cn12	-1.0	7.6	93.0	0.2	1.3	·	-42.5	4.9	39.4	0.5
Going on with the list:
SMILES	MC4R ag barr	ABHD5 PLIN5 PPI	ABCB6 inh 2	MC4R antagonist	NOD2 RIPK2 PPI	TLR9-MyD88 inh	NCOA2 inhibitor	m5-HT2A agonist	Cardio protect	Glyco luc inh
c1ccc(Cc2cc[n+](Cc3ccccc3)cc2)cc1	0.3	4.3	98.0	-6.6	-3.2	3.5	-2.2	0.6	-5.9	0.8
CC(Cl)C(=O)NNC(=O)CNS(=O)(=O)c1ccccc1 (stereo not given)	-3.6	3.6	96.0	-1.6	-2.8	3.1	6.3	2.0	-3.0	1.2
O=C(NCCS(=O)(=O)N1CCN(c2ccccc2)CC1)c1cc(=O)c2ccccc2o1	1.3	7.0	97.0	-0.9	-4.2	-1.5	-10.7	5.8	14.5	-1.8
O=c1cc(CN2CCN(S(=O)(=O)/C=C/c3ccccc3)CC2)c2ccc(O)cc2o1	-0.2	-3.9	86.0	0.4	-7.3	5.8	0.2	-2.0	24.9	0.2
CCn1cc(C(=O)N2CC(C)CC(C)C2)c(=O)c2cc(S(=O)(=O)N3CCOCC3)ccc21 (stereo not given)	-1.2	5.8	98.0	2.9	0.8	0.2	11.0	2.0	1.6	0.6
CCc1nn2cc(-c3ccccc3)nc2s1	1.2	0.8	99.0	-4.5	0.4	-9.2	4.3	-2.6	-29.1	-18.0

Screening data as filed in PubChem.

Only part of the results is shown (hit frequency here may not be typical).
